ATXN2 expr inh: reduces ATXN2 reporter expression in HEK-293 cells | HEK-293 ATXN2-luciferase reporter, luminescence, 24 h | Potency, µM (highest dose often 57 µM), inactives show top-dose activity change, negative = inhibition, actives largely listed as inhibitors | 360,000 compounds, 0.72% hits | AID 1745845; further: potency means the concentration at half of the fitted maximal effect; on the % scale 0 is the no-effect control and ±100 the full control effect; nearly all actives have a fitted effect of over 55% in size
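ATXN2-luciferase reporter cells (luciferase flanked by upstream and downstream ATXN2 gene portions) were treated 24 h at 37 °C with compounds at up to 57 uM. SteadyGlo luminescence gave expression; GF-AFC fluorescence gave viability.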
HT1080 IDH1KD tx: HT-1080 IDH1 knockdown cell toxicity (counter line) | HT-1080 IDH1 knockdown viability, ATP luminescence, 48 h | Potency, µM (titrated, usually from 46.1 µM), for the others: top-dose activity, negative = toxicity, most hits filed as cytotoxic | 360,000 compounds, 2% hits | AID 686971;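 further: potency means the concentration at half of the fitted maximal effect; 0% = DMSO wells and -100% = cell-free medium wells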
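In this qHTS, HT-1080 cells depleted of IDH1 are exposed for 48 h at 37 °C to compound titrations. Toxicity is scored from CellTiter-Glo luminescence, with DMSO as full viability and medium alone as none.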
IL1B secr inh: blocks inflammasome-driven IL-1 beta release | THP-1 LPS/ATP IL-1B secretion, AlphaLISA, 16 h; hits give low values | activity change, % at 57.5 µM | 360,000 compounds, 4.7% hits | AID 743279; in the data active means activity change below about -50%; inconclusive means mostly about -30% to -49%; further: on the % scale 0 is the no-effect control and ±100 the full control effect
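THP-1 cells pretreated 1 hr with compounds (up to 57.5 uM final), then stimulated with LPS (250 ng/mL final) plus ATP (1.25 mM final); secreted IL-1B measured by AlphaLISA after 16 hr, decreased signal indicating inhibition.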
HT1080NT lethal: kills 2HG-producing HT-1080-NT fibrosarcoma cells; HT-1080-NT fibrosarcoma viability, CellTiter-Glo ATP luminescence, 48 h; Potency, µM (highest dose often 46.1 µM), for the others: at the top dose activity, negative = less viability, most hits filed as cytotoxic; 360,000 compounds, 1.6% hits; AID 686970;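 further: NT is the 2HG producing partner of a matched IDH1 knockdown line; potency means the concentration at half of the fitted maximal effect; 0% = DMSO-treated cells and -100% = media-only wells without cells; nearly all actives have a fitted effect of over 55% in size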
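HT-1080-NT; 750 cells/well; 5% FBS RPMI; 48 h compound, 37 degrees C; CellTiter-Glo luminescence; curve fitting and curve-class assignment.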
S2 tox: viability counter-screen for ATXN expression inhibitors; S2 cells (HEK-293 line with an ATXN2-luciferase reporter) viability, CellTiter-Fluor protease fluorescence, 24 h; Potency, µM (highest dose often 56.7 µM), most hits filed as cytotoxic; 400,000 compounds, 0.49% hits; AID 651635; further: potency means the concentration at half of the fitted maximal effect; nearly all actives have a fitted effect of over 40% in size
MCF10A rerep: DNA re-replication induction in MCF 10a cells | MCF 10A DNA re-replication, Hoechst nuclear intensity, 48 h | Potency, µM (doses to about 46.1 µM), inactives show top-dose activity, positive = re-replication, most hits filed as activators | 350,000 compounds, 2.9% hits | AID 624296; further: potency means the concentration at half of the fitted maximal effect; % of control where 0% means no effect; nearly all actives have a fitted effect of over 50% in size
KB-3-1 tox: KB-3-1 parental cell cytotoxicity | KB-3-1 viability, CellTiter-Glo ATP luminescence, 72 h | 400,000 compounds, 1.4% hits | Potency, µM (top dose mostly 46.1 µM), inactives show at the top dose activity change, negative = cytotoxic, usual class: cytotoxic | AID 1347075; further: potency means the concentration at half of the fitted maximal effect; on the % scale 0 is the no-effect control and ±100 the full control effect; nearly all actives have a fitted effect of over 60% in size
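Cytotoxicity in the drug-sensitive parental line KB-3-1 was scored as loss of CellTiter-Glo luminescence following 72 h incubation with compound. Values come from curve fitting of normalized concentration-response data.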
SW480 rerep: inducers of DNA re-replication in SW480 colon cancer cells; Potency, µM (series often up to 46.1 µM), inactives show at the highest dose re-replication activation, hits mostly activators; SW480 DNA re-replication, Hoechst DNA content imaging, 48 h; AID 624297; 340,000 compounds, 1.8% hits; further: potency means the concentration at half of the fitted maximal effect; % of control where 0% means no effect; nearly all actives have a fitted effect of over 55% in size
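Readout is total intensity of Hoechst-stained nuclei, excited at 405 nm and collected at 500-530 nm. Compound treatment lasted 48 hr at 37 C in 5% CO2 before staining.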
HepG2 tox: kills HepG2 cells in TGF-b inhibitor counter-screen | 410,000 compounds, 0.76% hits | Potency, µM (series often up to 46.1 µM), inactives show at the highest dose activity change, negative = cytotoxicity, hits mostly cytotoxic | HepG2 CAGA-GFP viability, ATP luminescence, 18 h; further: potency means the concentration at half of the fitted maximal effect; some results filed as inactive show a strong effect at the top dose
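CellTiter-Glo luminescence gave cytotoxicity after 18 hours at 37 degrees C. The cells were HepG2 CAGA-GFP in 1% FBS DMEM, stimulated with 500 pg/mL TGF-beta after compound addition. %Activity was normalised to no-cell wells (complete cell-killing) and DMSO (no toxicity), and curves were fitted and classified.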
Active calls of the source: *; i = inactive; ? = inconclusive; · = no result given; [ ] = remark or other dose. Unless noted, the call rests on the fitted dose curve; in most records, active means well fitted curve in the direction sought with a large enough effect; inconclusive means small, poorly fitted or top-dose-only effect, or another doubt; inactive means no such curve, though single readings can be large; an effect the other way counts as inactive or inconclusive. No enrichment for hits; 8.9% or so of the library scored in one or more.

SMILES	ATXN2 expr inh	HT1080 IDH1KD tx	IL1B secr inh	HT1080NT lethal	S2 tox	MCF10A rerep	KB-3-1 tox	SW480 rerep	HepG2 tox
Cc1ccc(NC(=O)Nc2nnc(-c3ccccc3F)s2)cc1	42%[activator]	14%	-5	9%	i	1%	9%	-1%	0%
Cc1cc(NNC(=O)c2ccccc2)nc(NNC(=O)c2ccccc2)n1	2%	8%	0	-10%	i	-4%	24%	-9%	-20%
CCOC(=O)c1c(C)[nH]c(C(=O)COc2ccc3ccc(=O)oc3c2)c1C	-8%	12%	-2	6%	i	17%	29%	-27%	2%
Cc1ccccc1Cn1nnc(-c2ccc(F)cc2)n1	13%	2%	24	12%	i	3%	2%	-3%	-1%
Cc1cccc(NC(=O)[C@H](NC(=O)[C@@H]2Cc3ccccc3CN2)c2ccccc2)c1	·	-6%	-10	1%	i	3%	0%	?	-21%
C=CCc1ccc(O)c(-c2ccc(O)c(CC=C)c2)c1	?	-6%	?	-1%	·	?	0%	-57%[inhibitor]	-108%
CCCCOc1ccc(Br)cc1/C(C)=N/NC1=NCCN1	18µM*	6.5µM*	-113*	8.2µM*	·	10µM*	4.1µM*	?	11µM*
COc1cc(C=O)ccc1OS(=O)(=O)c1ccccc1[N+](=O)[O-]	37%	-10%	0	-11%	i	-4%	-2%	?	-21%
c1ccc(-c2nn3c(Cn4nnc5ccccc54)nnc3s2)cc1	19%	0%	-24	0%	i	-1%	-4%	4%	-2%
CCCN1C(=O)CC(=O)N=C1SCC(=O)Nc1ccccc1F	·	-13%	7	-13%	i	0%	1%	-7%	0%
O=C(NCCc1ccccc1)C(=O)NCC1OCCN1S(=O)(=O)c1ccc(Cl)cc1 (stereo unspecified)	-15%	-11%	19	-10%	i	0%	-6%	-3%	-3%
O=C(COc1ccccc1F)NCCc1ccc2c(c1)OCCO2	21%	20%	-14	20%	i	-11%	14%	-10%	-8%

Arranged by value in IL1B secr inh (descending): three from the list above.
Molecule	IL1B secr inh	SW480 rerep
O=C(NCCc1ccccc1)C(=O)NCC1OCCN1S(=O)(=O)c1ccc(Cl)cc1 (stereo unspecified)	19	-3%
CCCN1C(=O)CC(=O)N=C1SCC(=O)Nc1ccccc1F	7	-7%
Cc1ccc(NC(=O)Nc2nnc(-c3ccccc3F)s2)cc1	-5	-1%

Two successive records already listed, for reference:
SMILES	ATXN2 expr inh	HT1080 IDH1KD tx	IL1B secr inh	HT1080NT lethal	S2 tox	MCF10A rerep	KB-3-1 tox	SW480 rerep	HepG2 tox
Cc1ccc(NC(=O)Nc2nnc(-c3ccccc3F)s2)cc1	42%[activator]	14%	-5	9%	i	1%	9%	-1%	0%
Cc1cc(NNC(=O)c2ccccc2)nc(NNC(=O)c2ccccc2)n1	2%	8%	0	-10%	i	-4%	24%	-9%	-20%

(listing goes on)
SMILES	ATXN2 expr inh	HT1080 IDH1KD tx	IL1B secr inh	HT1080NT lethal	S2 tox	MCF10A rerep	KB-3-1 tox	SW480 rerep	HepG2 tox
CN(C)c1ccc(NC(=O)C2C3C=CC(C3)C2C(=O)O)cc1 (stereo unspecified)	30%	-8%	5	-5%	i	-1%	-9%	?	-78%
COc1cccc(Nc2nc3ccccc3nc2NS(=O)(=O)c2ccc(NC(C)=O)cc2)c1	-1%	-9%	0	-7%	i	?	1%	-1%	-70%
O=C(CSc1ccc2nnc(-c3cccnc3)n2n1)Nc1ccc(F)cc1F	-5%	10%	i	-2%	i	1%	4%	?	0%
O=C(NCc1ccco1)C1CCCN1C(=O)NCc1ccccc1 (stereo unspecified)	-1%	24%	1	23%	?	0%	9%	-3%	6%
Cc1ccccc1NC(=O)Cn1nnc(C(=O)NCc2cccs2)c1N	-12%	·	·	·	?	·	3.3µM*	·	12%
N/C(=N\OC(=O)CCc1ccccc1)c1cccnc1	26%	2%	-7	3%	i	2%	12%	-3%	-15%
Cc1ccccc1OCC(=O)Nn1c(COc2ccccc2)nc2ccccc2c1=O	2%	-4%	0	-12%	i	?	-2%	10%	-14%
CCOC(=O)c1ccc(NC(=O)c2cn(-c3ccccc3)nc2-c2ccc(OC)c(OC)c2)cc1	-5%	·	·	·	i	·	-4%	·	-2%
CCOc1ccc(CCN2C(=O)C(=O)N([C@@H](Cc3ccccc3)CN3CCC[C@H]3CN3C(=O)C(=O)NC[C@@H]3Cc3ccc(O)cc3)C[C@@H]2CC(C)C)cc1	-4%	?	-14	?	?	·	4%	·	·
CN(C(=O)Nc1cccc(C(F)(F)F)c1)C1CCCCC1	9%	12%	5	20%	i	0%	2%	29%	18%
Cc1ccccc1C(=O)NC1CCN(Cc2nnnn2CCc2ccccc2)CC1	2%	3%	-5	?	i	-180%[0.0737 µM]	-4%	-30%[inhibitor]	4%
Cc1cccc(C=NOCCc2ccccc2)n1	74%[activator]	2%	-9	6%	i	-27%	·	-8%	-3%
CCc1nc2ccc(C(=O)NCc3cccs3)cn2c1N(C)Cc1nccs1	-17%	-9%	-54*	4%	i	·	-2%	·	-25%
Cc1cccc(-c2c3c(=O)n(C)c(=O)n(C)c3cn2C(C)C)c1	-4%	-24%	-2	-19%	i	2%	-8%	4%	-15%
CC1CCC/C(=N\NC(=O)COc2ccc(Cl)cc2Cl)C1 (stereo unspecified)	5%	19%	0	3%	i	0%	6%	-1%	4%
COc1cccc(NS(=O)(=O)c2ccc3c(c2)N(C(C)=O)CCS3)c1	-20%	-8%	13	-5%	i	-1%	-24%	11%	-20%
c1ccc(Cn2nnnc2C(c2ccccc2)N2CCN(c3nc4ccccc4s3)CC2)cc1 (stereo unspecified)	-4%	14%	-14	11%	?	-17%	-19%	-8%	3%
CCNC(=O)CC1C(=O)N(CC)C(=S)N1NC(=O)c1ccc(Cl)cc1 (stereo unspecified)	-7%	-14%	-8	0%	i	-2%	-1%	4%	-28%
NS(=O)(=O)c1cccc(NC(=O)CN2CCN(S(=O)(=O)c3ccc4c(c3)OCCO4)CC2)c1	-4%	-3%	24	-2%	i	-12%	-29%	0%	4%
Cc1ccc(S(=O)(=O)NCCC(=O)NCc2ccc(Cl)cc2)cc1C	-3%	1%	-20	1%[9.24 µM]	i	20%	10%	-18%	0%
COCCn1c(SCC(=O)N2CCC(C)CC2)nc2ccccc2c1=O	5%	2%	9	8%	i	-5%	-14%	-8%	-8%
COc1ccc(N2C(=O)C(Cl)=C(N3CCOCC3)C2=O)cc1	-9%	-26%	-13	?	i	-7%	0%	10%	-8%
C#CCN(CC=C)C(=O)c1ccc(OC2CCN(S(=O)(=O)N(C)C)CC2)cc1	20%	-3%	0	?	i	-3%	-8%	?	-24%
CCc1cc2c(-n3nc(C)cc3C)ncnc2s1	-12%	-2%	-8	7%	i	-5%	-4%	-20%	-10%
CCOC(=O)c1sc(C)c(C(N)=O)c1NC1=NCCCCC1	1%	5%	11	9%	i	?	2%	-2%	-69%
S=C(c1ccc2c(c1)OCO2)N1CCCCC1	-8%	10%	-2	12%	i	-3%	8%	8%	15%
O=C(Nc1ccc(F)cc1)Nc1cccnc1	1%	12%	-18	0%	i	2%	1%	-10%	0%
COc1ccc(CCNC(=O)CC2Oc3ccc(Cl)cc3NC2=O)cc1OC (stereo unspecified)	4%	5%	43	8%	i	-5%	-6%	4%	-2%
COc1ccc(/C=N/NC(=O)C(Cc2c[nH]c3ccccc23)NC(=O)OCC(C)C)cc1[N+](=O)[O-] (stereo unspecified)	-12%	-1%	0	-2%	i	16%	0%	-7%	-6%
COc1ccccc1NS(=O)(=O)c1ccc(C(N)=O)cc1	-27%	-10%	-9	-5%	i	3%	-1%	0%	-18%
CCn1nc(C)c(/C=N/NC(=O)c2nc3nc(C)cc(C)n3n2)c1C	-2%	1%	20	2%	·	-1%	4%	-29%	0%
CN(C)CCN1C(=O)C(=O)/C(=C(/O)c2ccc(S(=O)(=O)N3CCOCC3)cc2)C1c1ccccc1 (stereo unspecified)	7%	-21%[9.24 µM]	18	-21%	i	-1%	-3%	3%	-7%
COc1ccc(-n2c(Cc3ccccc3)nnc2SCC(=O)N2CCCc3ccccc32)cc1	0%	-13%	?	-25%	i	4%	-13%	1%	-31%
O=C(Nc1c2c(nc3ccccc13)CCCC2)c1ccccc1Br	-10%	-9%	2	6%	?	14%	2%	-4%	-22%
CCOC(=O)[C@]12CCCC=C1N(CCc1ccc(OC)c(OC)c1)C(=O)[C@H](CC(=O)NCc1ccc(C)o1)C2	·	5%	4	15%	·	·	12%	·	·
CCOC(=O)c1noc(C)c1C(=O)Nc1nccs1	-11%	14%	-20	6%	i	-5%	-13%	0%	-1%
COc1ccc(OC)c(C2C3=C(COC3=O)Nc3cc4c(cc32)OCO4)c1 (stereo unspecified)	-13%	0.52µM*	50	0.65µM*	?	0.26µM*	0.058µM*	0.15µM*	1%
CC1Sc2ccc(C#N)cc2N(Cc2cccc(C(F)(F)F)c2)C1=O (stereo unspecified)	-10%	0%	55	12%	i	·	0%	·	-15%
CCOC(=O)c1nc2ccc(C)cc2c2c1C1CC(c3c(Cl)cccc31)N2C(=O)OCc1ccccc1 (stereo unspecified)	-11%	-29%	11	3%	?	·	?	·	-10%
CN1CCN(S(=O)(=O)c2ccc(NC(=S)NC(=O)C(C)(C)C)cc2)CC1	?	22%	-9	9%	i	0%	-10%	3%	-27%
Cc1nc2ccc(S(=O)(=O)NC(C(=O)N3CCN(c4cccc(Cl)c4)CC3)C(C)C)cc2s1 (stereo unspecified)	-1%	·	·	·	i	·	8%	·	-4%
CCOC(=O)c1sc(NC(=O)Nc2ccccc2)cc1C	126%[activator]	?	-117*	?	?	?	?	-1%	-87%
CN(C)Cc1ccccc1C1(O)c2ccccc2CSc2ccccc21 (stereo unspecified)	7%	-10%	-8	-22%	i	22%	0%	9%	-10%
Cc1c(CNCc2ccc(OC(C)C)cc2)c(C(=O)O)c(C)n1Cc1ccc(Cl)cc1	2%	·	·	·	i	·	?	·	-12%
O=C(COc1ccccc1Cl)Nc1ccccc1C(=O)Nc1cccc(C(=O)O)c1	18%	3%	10	13%	i	-1%	16%	-19%	3%
